High-throughput results deposited in PubChem by Sanford-Burnham Center for Chemical Genomics.
LYP phosphatase = inhibitors of LYP phosphatase, biochemical, fluorescence intensity, uHTS (AID 1779); recombinant LYP phosphatase, fluorescence intensity; higher % means a stronger effect; inhibition, % at 11.5 µM, or IC50 in µM where a hit was titrated; 0.054% of 290,000 active;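 also: plate controls were vehicle with enzyme for no effect and no enzyme for full effect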
PMI inhibition = MPI inhibition at elevated mannose 6-phosphate – biochemical, fluorescence intensity, high mannose 6-phosphate, primary screen (AID 1220); recombinant PMI enzyme, coupled fluorescence intensity; higher % means a stronger effect; 0.66% of 190,000 active; one-dose inhibition, % at 20 µM; IC50 in µM for titrated hits
KOR beta-arrestin-1 = kappa opioid receptor activators – cell-based, luminescence, uHTS, primary screen (AID 1777); KOR beta-arrestin recruitment, luminescence; higher % means a stronger effect; 0.02% of 280,000 active; activation, % at 10 µM; hits with a dose series show EC50 in µM; in the data active = activation above about 50%, passing the limit was not always enough; also: a part of the inactive calls stands beside numbers as strong as those of hits
NOD1 inhibition = NOD1 signaling inhibitors, primary screen, cell-based, luminescence, uHTS (AID 1578) | inhibition, % at 4 µM; hits with a dose series show EC50 in µM | 1% of 290,000 active | NOD1-driven NF-kB luciferase reporter cells, luminescence; higher % means a stronger effect; in the data active = inhibition mostly above about 36%, no sharp cut-off; inactive = mostly below about 34%;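 also: HEK-293T reporter cells stimulated with the NOD1 agonist gamma-tri-DAP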
human PMI inhibition = MPI enzyme activity inhibition – biochemical, fluorescence intensity, coupled assay, primary screen (AID 1209); purified PMI enzyme, coupled fluorescence intensity; higher % means a stronger effect; inhibition, % at 20 µM, or IC50 in µM where a hit was titrated; 0.42% of 190,000 active;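 also: plate controls were DMSO vehicle for no effect and wells lacking substrate for full effect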
XIAP antagonists = small molecules displacing peptide from XIAP – biochemical, IAP family, fluorescence polarization (AID 1018) | one-dose displacement, % at 20 µM; IC50 in µM for titrated hits | 0.007% of 200,000 active | XIAP BIR domain, fluorescence polarization peptide displacement; higher % means a stronger effect; in the data active = displacement above about 50%; also: a part of the inactive calls stands beside numbers as strong as those of hits
TNAP activation fold = stimulation of alkaline phosphatase TNAP activity – biochemical, luminescent, no phosphate acceptor, uHTS, primary screen (AID 1001); purified TNAP, luminescent activation assay, no phosphate acceptor; higher activation fold means a stronger effect; 0.03% of 200,000 active; one-dose activation fold at 20 µM; EC50 in µM for titrated hits; in the data active = activation fold from about 3, or a potency from the dose series; inactive = the rest, 99 in 100 with activation fold below about 1.6; also: many of its hits are not listed in these tables
KOR beta-arrestin-2 = kappa opioid receptor blockers – cell-based, luminescence, uHTS (AID 1778); KOR beta-arrestin recruitment, luminescence, antagonist mode; higher % means a stronger effect; inhibition, % at 10 µM, or IC50 in µM where a hit was titrated; 0.091% of 290,000 active; also: strong numbers were not always called active
NOD2 inhibition = inhibition of NOD2-driven NF-kB reporter – cell-based, luminescence, uHTS, HEK293 (AID 1566) | HEK293 NOD2/NF-kB luciferase reporter, luminescence; higher % means a stronger effect | inhibition, % at 4 µM, or EC50 in µM where a hit was titrated | 0.63% of 290,000 active; also: many of its hits are not listed in these tables
* marks the source's active call; other numbers are inactive results; x = not tested or not shown; [ ] = another dose, or the depositor's remark. Rule as the data show it, unless noted: active = inhibition above about 50%; inactive = the rest.

SMILES | LYP phosphatase | PMI inhibition | KOR beta-arrestin-1 | NOD1 inhibition | human PMI inhibition | XIAP antagonists | TNAP activation fold | KOR beta-arrestin-2 | NOD2 inhibition
Cc1ccc(NC2Nc3cc(C)nn3S2)c(C)c1 (configuration not stated) | -8% | 34% | -4.3% | -35% | 11µM* | -2.9% | 1.5 | 17% | -38%
COc1ccc(Br)cc1CN1CCCCCC1 | -12% | x | -6.6% | -20% | x | x | x | -18%[20 µM] | -4%
COc1ccc(CNC2CCSc3ccccc32)cc1OC (configuration not stated) | -4% | x | 0.1% | 0% | x | x | x | -2% | 23%
CCc1nn(CCCC(=O)N2CCN(c3cccc(C)c3C)CC2)c(=O)c2cc3occc3n12 | 6% | x | 0.8% | 6% | x | x | x | 10% | 16%
Cc1ccc(S(=O)(=O)c2nc(S(C)(=O)=O)sc2N2CCCC2)cc1 | -8% | x | -5.2% | -20% | x | x | x | -20% | -7%
O=C(c1ccccc1F)N(Cc1nc2ccccc2c(=O)[nH]1)C1CCCC1 | -3% | 4% | -2.6% | -22% | -2% | -5.0% | 1 | -8% | 17%
Cc1cccc(C)c1NC(=O)COC(=O)CSc1nnc(N)s1 | -6% | -5% | -0.8% | -32% | 1% | -5.6% | 1.2 | -25% | -5%
COc1cc2[nH]c(=O)n(CCC(=O)N3CCN(c4cccc(C)c4C)CC3)c(=O)c2cc1OC | -3% | 7% | -1.7% | -4% | 10% | -63% | 1 | -3% | -26%
CC(C)C(=O)N1CCC(CN=Cc2c(O)n(C3CCCCC3)c(=O)n(C3CCCCC3)c2=O)CC1 | 2% | 7% | -2.0% | 8% | 18% | -4.6% | 1.1 | -34% | -8%
COc1ccc(OC)c(NC(=O)c2cc(OC(C)=O)cc(C(=O)Nc3cc(OC)ccc3OC)c2)c1 | -9% | x | -1.6% | 29% | x | x | x | -12%[20 µM] | 19%
COc1ccc(/C=C/C(=O)N(CC(C)C)CC(C)C)cc1Br | 7% | 20% | -0.6% | -12% | 15% | -1.2% | 1.1 | -8% | -6%
Cc1cc(-c2ccccc2C(=O)NCc2ccccc2)on1 | 3% | 8% | 1.4% | -39% | 8% | 1.9% | 1.1 | -1% | -20%
COc1ccc(N(C(=O)c2csnn2)C(C(=O)NC2CCCC2)c2ccccc2)cc1 (configuration not stated) | -10% | x | -2.0% | -16% | x | x | x | 1% | 10%
COc1ccccc1CNC(=O)C(C)n1nc(C)n2c(cc3occc32)c1=O (configuration not stated) | -10% | x | -0.1% | -27% | x | x | x | -23% | 5%
COc1ccc(N2CC(C(=O)Nc3nnc(SCc4ccccn4)s3)CC2=O)cc1 (configuration not stated) | -3% | -2% | -3.9% | -34% | -11% | -5.9% | 1.1 | 32% | -4%
CCOC(=O)/C(=C/c1ccc(OC)cc1)NC(=O)c1ccco1 | -1% | -9% | 7.6% | -19% | 3% | -4.2% | 1.1 | 0% | 0%
CCN(CC)C(=O)Oc1ccc2c(=O)c(-c3ccc(OC)cc3)coc2c1 | -5% | 2% | 0.8% | 27% | 1% | -4.1% | 1.1 | -9% | -6%
COc1ccccc1N1CCN(C(=O)C(OC(C)=O)c2ccccc2)CC1 (configuration not stated) | -8% | -5% | 3.9% | -23% | -6% | -0.8% | 1.1 | -11% | 6%
CCCCC(O)(CCCC)C(=O)N/N=C(\C)c1ccc(Cl)cc1 | -4% | x | 3.9% | -4% | x | x | x | 16% | -5%
O=C(c1cccc(C(=O)N(c2ccccn2)C2CCCCC2)c1)N(c1ccccn1)C1CCCCC1 | -3% | -9% | 3.8% | 6% | -18% | -5.7% | 1 | -16% | 1%
COc1ccc(C)cc1NC(=O)CN1C(=O)COc2ccc(S(=O)(=O)N3CCCCC3)cc21 | -10% | x | -2.5% | 5% | x | x | x | -6% | 17%
COc1ccc(CNC(=O)CSc2nc3cccnc3s2)cc1 | -5% | x | -3.3% | -9% | x | x | x | 10% | 9%
CCCCn1c(N)c(N(CC)C(=O)CCNC(=O)NC23CC4CC(CC(C4)C2)C3)c(=O)[nH]c1=O | 0% | x | 0.1% | -27% | x | x | x | 10% | -8%
CSc1nnc(N2C(=O)C(O)=C(C(=O)c3ccc(C)o3)C2c2ccc(C)cc2)s1 (configuration not stated) | -1% | x | 1.1% | 8% | x | x | x | -14% | -54%
Cc1csc(NC(=O)c2cncc(Br)c2)n1 | 7% | 2% | -2.8% | 9% | 2% | -2.6% | 1.1 | -22% | -76%
Cc1ccc(O)c(C(CC(=O)NC2CCCCC2)c2ccccc2)c1 (configuration not stated) | -3% | 5% | -7.4% | -7% | 4% | -1.9% | 1.2 | 5% | 1%
CCOc1cc(/C=C/C(=O)O)ccc1OCCO | -7% | 15% | -0.5% | -17% | 11% | -1.6% | 1.1 | 14%[20 µM] | 3%
N#CCCN(Cc1ccccc1)S(=O)(=O)c1cccs1 | 2% | x | -1.1% | -8% | x | x | x | -13% | 8%
CCC(=O)NCCc1cc2cc(C)c(C)cc2[nH]c1=O | -2% | -7% | 4.2% | -3% | -5% | -3.8% | 1.1 | -32% | 2%
Cc1n[nH]c(=O)nc1NCc1ccccc1Cl | -7% | -9% | 2.4% | 11% | -5% | -2.9% | 1.1 | 13% | 11%
Cc1ccc(-n2ccc(=O)c(-c3ccnc(SCc4cccc(Cl)c4)n3)n2)cc1 | -7% | -12% | 6.0% | 24% | 1% | -7.5% | 1 | -28% | -20%
O=C1N/C(=N\N=C\c2cccs2)SC1Cc1ccc(Cl)cc1 (configuration not stated) | 5% | -3% | 7.1% | -20% | 3% | -1.4% | 1.4 | -5% | 10%
Cc1cccc(Nc2ccc(C(=O)O)cc2[N+](=O)[O-])c1C | -2% | x | -3.7% | -6% | x | x | x | -9% | 11%
O=C(N/N=C/c1c(O)n(-c2ccccc2Cl)c(=O)c2ccccc12)C1COc2ccccc2O1 (configuration not stated) | 5% | -15% | -2.0% | 38% | 0% | -4.4% | 1.1 | -1% | 12%
Cc1cc(C(=O)COc2ccc(Cl)cc2Br)c(C)n1C | 2% | 11% | -4.2% | -15% | 13% | -3.3% | 1.1 | 13% | -18%
CC(C)OCCCNC(=O)c1ccccc1Oc1ccccc1 | -5% | 2% | 5.5% | -14% | 9% | -1.2% | 1.1 | -12% | 4%
CCCC(=O)NCc1cc(-c2nn(C)c(=O)c3ccccc23)ccc1OC | -1% | -4% | -6.3% | -24% | -1% | -2.0% | 1.2 | 19% | 14%
Nc1c(NC(=O)CC[n+]2ccccc2)cccc1[N+](=O)[O-] | 4% | -1% | -2.2% | -28% | -6% | -1.7% | 1 | -5% | -5%
Cc1ccc2[nH]c(=O)c(CN(Cc3cccs3)Cc3nnnn3CC3CCCO3)cc2c1 (configuration not stated) | 1% | 11% | -1.4% | -29% | -4% | -4.4% | 1.1 | 10% | 8%
C=CCN(CC(=O)O)S(=O)(=O)c1ccccc1C(F)(F)F | -5% | -12% | -4.5% | -36% | -19% | -6.4% | 1 | 14% | 3%

An excerpt from above in order of the LYP phosphatase value, descending.
SMILES | LYP phosphatase | PMI inhibition | KOR beta-arrestin-1 | NOD1 inhibition | human PMI inhibition | XIAP antagonists | TNAP activation fold | KOR beta-arrestin-2 | NOD2 inhibition
O=C1N/C(=N\N=C\c2cccs2)SC1Cc1ccc(Cl)cc1 (configuration not stated) | 5% | -3% | 7.1% | -20% | 3% | -1.4% | 1.4 | -5% | 10%
Nc1c(NC(=O)CC[n+]2ccccc2)cccc1[N+](=O)[O-] | 4% | -1% | -2.2% | -28% | -6% | -1.7% | 1 | -5% | -5%
Cc1cccc(Nc2ccc(C(=O)O)cc2[N+](=O)[O-])c1C | -2% | x | -3.7% | -6% | x | x | x | -9% | 11%

More structures
SMILES | LYP phosphatase | PMI inhibition | KOR beta-arrestin-1 | NOD1 inhibition | human PMI inhibition | XIAP antagonists | TNAP activation fold | KOR beta-arrestin-2 | NOD2 inhibition
COc1ccc(C(=O)Nc2ccc(C(=O)Nc3nccs3)cc2)cc1[N+](=O)[O-] | -2% | 7% | -3.9% | -24% | 13% | -6.2% | 1.2 | 11% | 2%
COc1ccc(CNC(=O)C2CC(=O)N(c3ccc(OCC(=O)N4CCCCC4)cc3)C2)cc1 (configuration not stated) | -3% | 5% | 1.8% | 17% | 11% | -7.0% | 1 | -48% | 14%
Cc1ccc(CN(C(=O)c2csnn2)C(C(=O)NC2CCCC2)c2ccccn2)cc1 (configuration not stated) | -12% | x | 2.1% | 17% | x | x | x | -25% | -37%
CC(C)(C)C(=O)CC(=O)Nc1ccc(Cl)c(N)c1 | -8% | 4% | -8.8% | -32% | 0% | -1.3% | 1.1 | 2% | -19%
COC(=O)c1ccc(C(=O)N(CCN(C)C)c2nc3c(Cl)cccc3s2)cc1 | -7% | -8% | 0.6% | -15% | -13% | -7.7% | 1.1 | -29% | 10%
CCc1ccc(OCCCC(=O)O)c(Br)c1 | -2% | 2% | 8.5% | 13% | 16% | -8.5% | 1.1 | -40% | 1%
CC(Cc1ccccc1)NC(=O)/C=C/c1ccc([N+](=O)[O-])cc1 (configuration not stated) | -3% | 14% | 3.1% | 2% | 10% | -5.0% | 1.1 | 22% | 11%
COc1ccccc1N/N=C/c1c(CO)cnc(C)c1O | 2% | -113% | -0.8% | -38% | -58% | 2.4% | 1.2 | -6% | -4%
Cc1c(N2CCCC2)cc2c(c1N)C(C)(C)CC2(C)C | -2% | x | -3.6% | -3% | x | x | x | 35% | 13%
CCN(CC)Cc1cc(C(=O)O)c(-c2ccccc2)o1 | -6% | x | 1.0% | -2% | x | x | x | 4% | 23%
Cc1cc(N=Cc2c(O)n(-c3ccc(C)c(C)c3)c(=O)c3ccccc23)no1 | 0% | 3% | 0.0% | 13% | 16% | 19% | 1.1 | 13% | 2%
CCOC(=O)C1=C(C)NC(=S)NC1c1ccc(OCC(=O)N2CCCCC2)cc1 (configuration not stated) | -12% | x | -3.0% | -22% | x | x | x | -20% | 12%
CCCCCC/C=C/c1ccc(OC)c([C@H]2[C@H]3C=CC[C@@H](C)[C@@H]3C(=O)N2Cc2ccccc2)c1 | -2% | x | 1.7% | 6% | x | x | x | 18% | 14%
CC(=Nc1ccccc1)Nc1ccccc1 | 1% | 3% | -1.4% | -12% | 3% | -5.3% | 1 | 30% | -2%
O=C(O)/C=C\C(=O)NNC(=O)c1cc(-c2ccccc2)n[nH]1 | 7% | x | 6.6% | -10% | x | x | x | -22% | -9%
Cc1cc2ccccc2c(=O)n1CC(=O)Nc1ccc2c(c1)OCO2 | -4% | 3% | -1.2% | -30% | 2% | -2.5% | 1.1 | 21% | -6%
Cn1c(Cl)c(C(=O)Nc2ccccc2)c2ccccc21 | -8% | 14% | 6.0% | -2% | 13% | -3.5% | 1 | 17% | -15%
COC(=O)[C@H](Cc1ccccc1)NC(=O)N1CC(C)OC(C)C1 (some centres not stated) | -4% | 7% | -0.7% | -16% | 9% | -7.3% | 1.1 | 11% | 6%
O=C(O)COCC(=O)Nc1ccc2c(c1)ncn2CCc1ccccc1 | -3% | x | -3.1% | -13% | x | x | x | -17% | -5%
CC(OCCN1CCCC1)(c1ccc(F)cc1)c1ccc(F)cc1 | -6% | -23% | -3.9% | -10% | -33% | -1.2% | 1.1 | 9% | 1%
Cc1ccccc1OCC(=O)N1CCCc2ccccc21 | -14% | -4% | 6.1% | -30% | -4% | -4.8% | 1.1 | 21% | -6%

Entries of single compounds, looked up by structure. Order of screens: LYP phosphatase | PMI inhibition | KOR beta-arrestin-1 | NOD1 inhibition | human PMI inhibition | XIAP antagonists | TNAP activation fold | KOR beta-arrestin-2 | NOD2 inhibition
Cc1ccccc1OCC(=O)N1CCCc2ccccc21 is entered as -14% | -4% | 6.1% | -30% | -4% | -4.8% | 1.1 | 21% | -6%
CC(C)(C)C(=O)CC(=O)Nc1ccc(Cl)c(N)c1 is entered as -8% | 4% | -8.8% | -32% | 0% | -1.3% | 1.1 | 2% | -19%

This is a subset (hit frequency here may not be typical).
